hiPSC survival: enhancers of single-cell hiPSC survival, primary screen, ATPlite luminescence; 100% = ROCK inhibitor wells, 0% = DMSO; survival enhancement, % at 20 µM; actives 0.044% (n = 360,000); AID 602274, 2012; in the data active means survival enhancement above about 18%;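 further: cells exposed to compounds for 16 hours before the ATP read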
ABHD5-PLIN5 inh: ABHD5-PLIN5 interaction inhibitors, primary screen, cell lysate, split luciferase complementation, luminescence | inhibition, % at 4 µM | AID 602281, 2012 | Split G. princeps luciferase complementation, 4 h | actives 0.78% (n = 360,000) | Perilipin-5 (Homo sapiens) + 1-acylglycerol-3-phosphate O-acyltransferase ABHD5 (Homo …;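 active means inhibition above the mean inhibition across every tested compound plus 3 SD, cut at about 22% in these data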;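 further: 0% = DMSO only wells and the 100% control is not disclosed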
ABCB6 inh MLPCN: ABCB6 transporter inhibitors, primary screen, K562-ABCB6 cells, flow cytometry, MLPCN library; ATP-binding cassette sub-family B member 6 (Homo sapiens), Q9NP58; K562-ABCB6 porphyrin accumulation, 1 h; hits give low values; fluorescence ratio to DMSO, % at 10 µM; actives 0.19% (n = 360,000); AID 602162, 2011;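 active means fluorescence ratio to DMSO below 75%, the collection mean minus 3 SD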;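 further: signal is porphyrin accumulated inside mitochondria; 100% equals median channel fluorescence of DMSO control wells; lower ratio means ABCB6 inhibition with less porphyrin fluorescence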
H9c2 protect: cardioprotection against H2O2-induced cell death, primary screen, uHTS, H9c2 cells, ATPLite luminescence; protection from H2O2 cell death, % at 20 µM; H9c2 cardiomyocytes, H2O2 injury protection, 2 h; actives 0.63% (n = 360,000);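 active means compounds giving at least 50% protection of heart cells from peroxide-induced death in the single-dose screen, raw or plate-pattern-corrected value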;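 further: 0% = DMSO wells with peroxide and 100% = DMSO wells without peroxide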
MC4R ag barr: MC4R agonists recruiting beta-arrestin, primary screen, cell-based, luminescence, agonist arm of biased-ligand search; Melanocortin receptor 4 (Homo sapiens), P32245; U2OS MC4R beta-arrestin complementation; percent of melanotan II response, DMSO zero; activation, % at 8.9 µM; actives 0.98% (n = 360,000); AID 540308, 2011;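 active means activation above a per-plate cutoff, the mean activation of sample wells on that plate plus 3 SD, cut at about 8% in these data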
Target sequence (P32245 whole entry, looked up): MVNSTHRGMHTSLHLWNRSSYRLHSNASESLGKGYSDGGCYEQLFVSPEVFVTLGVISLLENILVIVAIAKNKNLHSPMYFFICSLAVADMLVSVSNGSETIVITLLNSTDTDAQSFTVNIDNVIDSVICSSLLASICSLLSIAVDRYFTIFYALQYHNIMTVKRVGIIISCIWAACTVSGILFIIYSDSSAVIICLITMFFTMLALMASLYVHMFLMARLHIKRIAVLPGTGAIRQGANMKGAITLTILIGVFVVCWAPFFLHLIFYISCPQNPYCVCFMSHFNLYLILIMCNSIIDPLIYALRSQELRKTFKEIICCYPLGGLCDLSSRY
HTR2A ag: mouse Htr2a agonists via beta-arrestin recruitment, primary screen, cell-based, luminescence; 5-hydroxytryptamine receptor 2A (Mus musculus), P35363; CHO-K1 mHTR2A beta-arrestin complementation; percent of 30 µM serotonin response; activation, % at 7.6 µM; actives 0.66% (n = 360,000);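 active means activation above a run cutoff, the mean activation of all tested compounds plus 3 SD, cut at about 14% in these data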;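 further: 0% = plate median of compound wells and 100% = 30 µM serotonin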
Target sequence (P35363 whole entry, looked up): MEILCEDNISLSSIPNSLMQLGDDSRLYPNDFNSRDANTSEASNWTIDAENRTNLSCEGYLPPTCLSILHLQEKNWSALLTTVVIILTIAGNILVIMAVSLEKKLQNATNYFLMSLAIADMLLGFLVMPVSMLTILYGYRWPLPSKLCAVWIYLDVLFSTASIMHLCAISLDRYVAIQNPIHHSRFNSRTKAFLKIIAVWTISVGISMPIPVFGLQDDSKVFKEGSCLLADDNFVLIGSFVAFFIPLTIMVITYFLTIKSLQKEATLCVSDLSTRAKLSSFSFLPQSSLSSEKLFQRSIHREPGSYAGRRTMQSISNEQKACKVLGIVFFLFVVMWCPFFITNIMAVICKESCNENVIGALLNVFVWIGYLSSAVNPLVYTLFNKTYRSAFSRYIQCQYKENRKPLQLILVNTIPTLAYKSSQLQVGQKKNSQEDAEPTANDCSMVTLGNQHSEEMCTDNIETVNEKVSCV
Granule exo inh: LAMP-1 surface exposure blockers, TALL-104 cells – cell-based, flow cytometry, MLPCN library, primary screen | TALL-104 LAMP-1 surface exposure; cells stimulated with thapsigargin and PMA | inhibition, % at 10 µM | actives 0.66% (n = 360,000);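 active means inhibition above about 55%, limit read from the data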
Glyco luc inh: increase of ERlucT glycosylation luciferase signal, primary screen, N-linked glycosylation inhibitor project, D54 ERlucT cells, luminescence, set 2. reporter increase, % at 12.5 µM. AID 588692, 2011. actives 0.23% (n = 360,000). D54 ERlucT glycosylation luciferase reporter, 24 h; percent of 100 nM tunicamycin response;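 active means mean luciferase reporter signal, scaled so untreated is 0 and the glycosylation-blocking control 100, at or above a set limit in every replicate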;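 further: luciferase carries N-glycosylation sites so blocking glycosylation raises the light; 0% = median of neutral control wells and 100% = median of 100 nM tunicamycin wells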
aDG glyco up: activators of alpha-DG glycosylation, primary screen, uHTS, Pro5-aDG cells, AlphaScreen; AID 624168, 2012; activation, % at 10 µM; actives 0.22% (n = 360,000); alpha-DG glycosylation AlphaScreen (IIH6); 0% Pro5, 100% B10-LARGE cell signal;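 active means activation of at least 8% versus controls, or a plate z-score of at least 8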;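 further: Pro5 are CHO cells carrying HIG-tagged alpha-DG that lacks glycosylation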
MC4R antagonist: MC4R antagonists of cAMP signaling, primary screen, cell-based, TR-FRET, antagonist arm of biased-ligand search; MC4R-expressing cells, MTII-stimulated cAMP, LANCE TR-FRET; Melanocortin receptor 4 (Homo sapiens), P32245; AID 540295, 2011; inhibition, % at 6.5 µM; actives 0.48% (n = 360,000);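 active means inhibition above its plate's cutoff, the mean of tested wells on that plate plus 3 SD, cut at about 29% in these data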;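 further: 0% = Melanotan II alone and 100% = Melanotan II plus saturating MCL0020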
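Test system: U2OS cells stably expressing human melanocortin 4 receptor (MC4R); also added: Melanotan II challenge; compound: 6.5 µM single dose; timing: 30-min compound preincubation, 1-h Melanotan II challenge, 1-h detection, room temperature; signal: Eu-cAMP/anti-cAMP TR-FRET, emission 671 nm; repeats: one well per compound, no replicates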
Starred values were filed as active, the others as inactive; nt = not tested or not shown; & = joins results of further samples.

SMILES	hiPSC survival	ABHD5-PLIN5 inh	ABCB6 inh MLPCN	H9c2 protect	MC4R ag barr	HTR2A ag	Granule exo inh	Glyco luc inh	aDG glyco up	MC4R antagonist
Cc1ccc(S(=O)(=O)Oc2ccc(/C=C3/N=C(c4ccccc4)OC3=O)cc2)cc1	0.1	-2	95	3	0.1	2	0	1	0.0	12
O=C(OCc1ccccc1)N1CCC2CC1c1c(-c3ccc(C(F)(F)F)cc3)cccc12 (stereo not drawn)	4.8	-7	100	-7	2.1	1	-1	1	0.4	12
COc1ccc(NC(=O)c2cnc3ccccn3c2=O)c(OC)c1	3.9	-7	99	16	1.2	-3	-2	2	0.2	2
COc1ccc(S(=O)(=O)N2CCC(C(=O)NCCC(=O)NCc3cccc(OC)c3)CC2)cc1	0.4	5	104	-4	-2.4	-1	4	1	-0.1	9
CN(CCOc1ccccc1)C(=O)c1cc([N+](=O)[O-])ccc1N1CCOCC1	0.0	-5	93	-3	-4.2	-2	-2	-1	0.0	9
Cc1sc2nc(C)n(/N=C/N(C)C)c(=O)c2c1C	-0.5	0	93	8	-2.0	0	-4	0	0.1	9
CCCCCCCCN1C(=O)[C@H](CC(=O)NCC2CCCCC2)C[C@@]2(C(=O)OC)CCCCC=C12	-0.7	-7	98	nt	nt	-6	-2	nt	0.0	nt
CN(C)C(CNC(=O)c1ccc2c(=O)n(-c3ccccc3F)c(=S)[nH]c2c1)Cc1ccccc1 (stereo not drawn)	-0.6	-2	92	2	-0.1	-5	-2	-3	0.1	10
O=C(NNc1ccccc1)/C(=C\c1cccnc1)NC(=O)c1ccccc1	0.4	0	105	1	-0.2	-3	-3	1	-0.1	5
COc1cc2c(cc1OC)C(=O)CC(C)S2 (stereo not drawn)	-1.5	4	91	13	-2.1	-2	-5	0	0.5	-11
CCOC(=O)C1=C(C)NC(c2cccs2)C(=O)N1 (stereo not drawn)	-0.1	0	101	11	-0.2	8	0	4	0.1	3
COc1ccc(C(C)=O)cc1CC(=O)NCCCn1ccnc1	0.6	-1	96	1	1.5	9	0	4	0.0	0
CCOC(=O)C1CCC(CN(Cc2ccccc2)S(=O)(=O)c2ccc([N+](=O)[O-])cc2)CC1 (stereo not drawn)	-2.1	-2	100	4	0.5	10	0	2	-0.3	9
CC(=O)Nc1ccc(Oc2cc(N)cc([N+](=O)[O-])c2)cc1	-1.5	-6	101	9	0.8	0	0	-1	-0.4	1
CCOc1ccc(NC(=S)N2CCN(CCN3C(=O)c4cccc5cccc(c45)C3=O)CC2)cc1	-1.1	3	100	13	-1.2	4	12	3	0.7	6
COc1cccc(CC(=O)OC(C)C(=O)NCc2ccc3c(c2)OCO3)c1 (stereo not drawn)	0.0	-11	101	-4	-3.0	5	6	-1	-0.3	1
CC1CC(C)CN(C(=O)COC(=O)c2cccc([N+](=O)[O-])c2)C1 (stereo not drawn)	0.2	-4	93	10	2.0	0	0	0	-0.2	-7
CCN(C(=O)CSc1n[nH]c(-c2cccs2)n1)C1CCS(=O)(=O)C1 (stereo not drawn)	1.3	3	99	2	-0.8	3	-1	0	0.0	30*
CC(C)n1c(=O)c2ccccc2n1C(=O)c1ccccc1	-1.7	-6	99	-11	nt	2	-8	-1	-0.3	nt
O=C(COC(=O)c1ccc2ncsc2c1)NCc1ccc(Cl)cc1	-0.5	-7	98	-5	-3.9	4	-4	1	-0.1	16
Cc1ccc(/C=C/C(=O)c2nc3ccccc3[nH]2)cc1	-3.0	69*	96	-35	1.0	-5	-5	12	0.6	7
CCOc1ccccc1N(C)S(=O)(=O)c1ccc2c(c1)CCN2C(=O)CCC(=O)O	0.4	-1	96	-1	-2.8	2	17	-1	0.0	11
Cc1cc(NS(=O)(=O)c2ccc(NC(=O)CN3C(=O)NC(C)(c4ccccc4)C3=O)cc2)nc(C)n1 (stereo not drawn)	-0.4	5	98	-5	-2.0	1	-1	1	-0.2	4
CC(NCc1ccc(S(N)(=O)=O)cc1)C(=O)Nc1ccc([N+](=O)[O-])cc1Cl (stereo not drawn)	0.7	2	96	4	-2.0	-7	2	-2	0.0	-3
CCN(CC)S(=O)(=O)c1cccc(-c2nn(-c3ccccc3)cc2/C=C(\C#N)C(=O)NCc2ccco2)c1	1.7	-2	93	6	-2.7	2	0	-3	-0.3	12
Cc1ccc(S(=O)(=O)N2CCCCC2)cc1C(=O)N(C)CCOc1ccccc1	-0.2	3	100	-2	-3.9	-4	16	nt	0.2	-4
Cc1cccc(C)c1OCCSc1nc2ccccc2n1CC(=O)O	-0.5	1	97	7	-0.5	-3	-1	2	0.0	3
CCCc1nc2ccc(C)cn2c1Cc1ccccc1OC	0.0	1	100	-6	nt	-10	-6	0	0.3	nt
Cc1ccc(NC(=O)CN2C(=O)COc3ccc(S(=O)(=O)N4CCCC4)cc32)cc1C	-0.7	3	93	-3	-1.1	6	5	0	0.1	1
CN(C(=O)C1CCC(=O)N(CCCN2CCCC2=O)C1)C(C1CC1)C1CC1 (stereo not drawn)	-0.5	-8	98	-3	-3.7	-1	-1	1	1.2	16
COc1cccc2[nH]c3c(=O)[nH]cnc3c12	-0.2	7	102	2	-0.5	0	-14	2	-0.1	0
CNC(=O)NC(=O)Cn1nc2n(c1=O)-c1ccccc1SC2	0.7	-5	98	0	0.2	-1	1	1	0.0	-1
COc1ccc(NC(=O)c2ccco2)cc1NC(=O)c1ccccc1[N+](=O)[O-]	0.2	5	104	3	-1.4	-3	-8	0	-0.3	-2
COc1ccc(C2=Nc3ccccc3N(C(=O)c3cc(Cl)cc(Cl)c3)C2C(=O)NCc2ccccc2)cc1 (stereo not drawn)	nt	-12	nt	nt	nt	-2	-2	nt	-0.2	nt
COc1cc(C2=CN(Cc3ccccc3)CCC2=O)cc(OC)c1OC	1.8	-7	101	-1	-1.8	-3	-5	5	-0.2	1
O=C(CSc1nc(COc2ccccc2)nc2ccccc12)NC1CCCC1	-0.2	-9	96	11	-1.5	3	-1	-3	0.0	-2
CCCCCCSc1cccc(-c2nc3ccc(Cl)cn3c2NCCCC)c1	-1.0&-2.7	-9&0	102&96	-7	1.6	-4&2	0&-24	0	0.4&-0.1	-3
O=C(CNC(=O)c1ccccc1F)N/N=C/c1cc(Br)ccc1OC(=O)/C=C/c1ccco1	-0.5	1	98	57*	-1.5	3	-3	-4	1.5	0
CCOc1ccc(NC(=O)C2CCCN(S(=O)(=O)c3c(C)nn(C)c3C)C2)cc1 (stereo not drawn)	0.3	9	99	1	0.4	2	-9	-1	0.0	-2
O=C(CNCCC1=CCCCC1)Nc1ccccc1N1CCCCCC1	-0.7	-4	92	-17	-1.4	0	32	-7	0.4	8
CCN(CC)C(=O)CSc1nnc(-c2cccnc2)n1CCc1ccccc1	1.8	4	91	2	1.0	0	-2	-1	0.2	0
CC(C)(C)c1ccc(C(=O)CSc2ncn[nH]2)cc1	-2.9	-12	98	-11	-1.2	-5	4	1	-0.1	6
O=C(OCC(=O)N1CCc2ccccc21)c1ccc(Br)o1	-0.1	-9	96	-2	0.2	-4	4	2	0.0	-6
Cc1cccc(Nc2nc(NCC3CCCO3)nc(N)c2[N+](=O)[O-])c1 (stereo not drawn)	0.2	3	103	1	7.9	1	25	-2	-0.2	0
COc1ccccc1/C=N/NC(=O)Cn1cnc([N+](=O)[O-])n1	-1.1	-1	100	-1	-2.3	-3	0	1	-0.2	15
Cc1c(C=O)c(C=O)c(C)n1Cc1ccccc1	-5.8	3	103	-8	-0.8	2	2	5	0.0	20
COc1ccc(-c2cc(O)cc(O)c2)cc1	-3.7	6	98	-7	-1.7	4	-1	-6	-0.1	-4
CCN1CCN(CCc2nc3cc(NC(=O)COc4ccccc4)ccc3n2C)CC1	-0.3	1	98	7	-3.6	-7	-5	-2	1.3	6
C/C=C(\C)C(=O)NNC(=O)c1sc(-c2ccccc2)nc1C	-0.7	2	99	8	0.7	7	-5	1	0.0	-3
CCCCOc1ccccc1C1NC(=O)CCC1[N+](=O)[O-] (stereo not drawn)	-0.6	7	97	-3	0.0	8	12	3	0.0	4

6 entries drawn at random from the list so far, as already listed:
SMILES	hiPSC survival	ABHD5-PLIN5 inh	ABCB6 inh MLPCN	H9c2 protect	MC4R ag barr	HTR2A ag	Granule exo inh	Glyco luc inh	aDG glyco up	MC4R antagonist
COc1ccccc1/C=N/NC(=O)Cn1cnc([N+](=O)[O-])n1	-1.1	-1	100	-1	-2.3	-3	0	1	-0.2	15
CCN1CCN(CCc2nc3cc(NC(=O)COc4ccccc4)ccc3n2C)CC1	-0.3	1	98	7	-3.6	-7	-5	-2	1.3	6
COc1ccc(-c2cc(O)cc(O)c2)cc1	-3.7	6	98	-7	-1.7	4	-1	-6	-0.1	-4
Cc1c(C=O)c(C=O)c(C)n1Cc1ccccc1	-5.8	3	103	-8	-0.8	2	2	5	0.0	20
O=C(CNCCC1=CCCCC1)Nc1ccccc1N1CCCCCC1	-0.7	-4	92	-17	-1.4	0	32	-7	0.4	8
CCCCOc1ccccc1C1NC(=O)CCC1[N+](=O)[O-] (stereo not drawn)	-0.6	7	97	-3	0.0	8	12	3	0.0	4
